SENP7 inh – SENP7 protease inhibition; inhibition, % at 5 µM; AID 434973; recombinant SENP7, Z-RLRGG-aminoluciferin luminescence, 40 min; Q9BQF6; hit rate 1.5% among 330,000;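 active = inhibition above about 50% at the single test dose, limit read from the data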;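 also: plate controls were DMSO with enzyme for no effect and no enzyme buffer wells for full effect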
Target sequence (Q9BQF6 706-1050 limits assumed): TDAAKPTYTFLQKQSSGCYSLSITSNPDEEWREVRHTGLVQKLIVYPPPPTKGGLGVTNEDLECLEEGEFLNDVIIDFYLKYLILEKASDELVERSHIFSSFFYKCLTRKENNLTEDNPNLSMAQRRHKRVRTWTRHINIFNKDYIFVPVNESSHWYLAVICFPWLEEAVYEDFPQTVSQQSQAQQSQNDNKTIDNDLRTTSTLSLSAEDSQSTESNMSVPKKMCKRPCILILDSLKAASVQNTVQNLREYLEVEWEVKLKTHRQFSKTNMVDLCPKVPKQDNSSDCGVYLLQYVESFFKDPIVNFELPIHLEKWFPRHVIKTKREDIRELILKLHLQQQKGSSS
SENP8 inh – blocks human SENP8 cleavage of Nedd8 substrate | Q96LD8 | inhibition, % at 20 µM | hit rate 0.64% among 360,000 | recombinant SENP8, Nedd8 substrate fluorescence; in the data active = inhibition mostly above about 40%, no sharp cut-off; inactive = mostly below about 27%
Target sequence (Q96LD8 whole entry, looked up): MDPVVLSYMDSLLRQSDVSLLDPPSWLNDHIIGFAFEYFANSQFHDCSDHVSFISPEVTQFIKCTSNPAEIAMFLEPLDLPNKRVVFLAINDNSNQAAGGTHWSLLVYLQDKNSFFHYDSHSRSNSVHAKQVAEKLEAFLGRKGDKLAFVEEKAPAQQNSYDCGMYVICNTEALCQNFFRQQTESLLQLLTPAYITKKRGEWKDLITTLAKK
SENP6 inh – inhibitors of human SENP6 protease; Recombinant SENP6 catalytic domain, aminoluciferin luminescence; Q9GZR1; hit rate 1.8% among 330,000; inhibition, % at 10 µM; AID 2599;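 active = inhibition above about 50% at the single tested dose, limit read from the data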;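 also: plate controls were DMSO wells with enzyme for no effect and DMSO wells lacking enzyme for full effect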
ATG4B inhibitor – ATG4B (human) cysteine protease inhibition. inhibition, % at 8.33 µM. Q9Y4P1. hit rate 0.51% among 340,000. AID 504462. ATG4B cleavage of LC3-PLA2, NBD-HPC fluorescence, 1 h; in the data active = inhibition above about 40%
Target sequence (Q9Y4P1 whole entry, looked up): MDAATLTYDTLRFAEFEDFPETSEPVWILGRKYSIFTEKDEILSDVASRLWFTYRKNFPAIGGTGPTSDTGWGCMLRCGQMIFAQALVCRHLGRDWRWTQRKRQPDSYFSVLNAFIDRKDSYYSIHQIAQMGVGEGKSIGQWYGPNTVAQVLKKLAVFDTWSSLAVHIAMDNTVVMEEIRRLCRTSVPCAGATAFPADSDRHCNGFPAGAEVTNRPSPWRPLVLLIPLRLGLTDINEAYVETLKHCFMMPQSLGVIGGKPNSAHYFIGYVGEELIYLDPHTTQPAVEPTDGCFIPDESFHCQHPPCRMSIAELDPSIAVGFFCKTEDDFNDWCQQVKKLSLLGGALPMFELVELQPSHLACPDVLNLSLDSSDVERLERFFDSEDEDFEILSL
MPTP block – blocks calcium-induced mitochondrial swelling | inhibition, % at 10 µM | hit rate 1.4% among 360,000 | isolated mouse mitochondria, Ca2+ swelling absorbance, 30 min;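 active = inhibition of 50% or more, scaled per plate between neutral and stimulator controls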;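 also: 0% = DMSO wells given calcium and 100% = 1 mM EGTA wells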
HKDC1 inh – inhibitors of human hexokinase HKDC1. recombinant HKDC1, G6PDH/diaphorase resazurin coupled fluorescence. inhibition, % at 20 µM. hit rate 0.16% among 340,000. AID 493160;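 active = inhibition above about 35% when tested at 20 µM, limit read from the data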;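 also: plate controls were DMSO wells with enzyme for no effect and DMSO wells lacking enzyme for full effect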
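Assay system – recombinant HKDC1 (HK5) hexokinase enzyme, produced in-house · Input – HKDC1 at 5 µg/mL · Reagent – glucose plus 1 mM ATP as hexokinase substrates · Timing – 90 min reaction incubation at room temperature, dark · Measured by – G6PDH/diaphorase-coupled fluorescence, 1 mM NADP, 100 µM resazurin, 525/613 nm · Benchmarks – DMSO-enzyme wells negative, buffer-substituted wells positive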
PfG6PD inh – PfG6PD (Plasmodium falciparum) enzyme inhibition; PfGluPho enzyme, NADPH resazurin-diaphorase fluorescence; inhibition, % at 20 µM; hit rate 0.78% among 350,000; AID 504690;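 active = inhibition reaching at least a set limit at 20 µM in the primary screen, cut at about 59% in these data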;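 also: 0% = DMSO wells with substrate and 100% = DMSO wells lacking glucose-6-phosphate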
GRIN3A LBD mod – NR3A (human) ligand-binding domain modulation. NR3A LBD differential scanning fluorimetry, Tm shift; 0% = protein alone, 100% = glycine-bound protein. Tm shift relative to glycine control, % at 25 µM. hit rate 2.5% among 340,000;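 active = melting temperature shift of at least 10% of the positive control shift, at one fixed dose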
* hit, by the source's call; / = not tested or not shown.

Every second line gives: ATG4B inhibitor, SENP7 inh, HKDC1 inh, SENP6 inh, PfG6PD inh, SENP8 inh, MPTP block, GRIN3A LBD mod
> COc1cc2c(cc1OC)C(c1cccc([N+](=O)[O-])c1)N(C(=O)c1ccc(F)cc1)CC2 (stereo unspecified)
 : -8, -4, 7, 6, 0, 29, -14, 2
> OCCN1CCN(C(=S)Nc2ccc(Oc3ccccc3)cc2)CC1
 : -3, -5, -2, 4, -23, 8, 1.5, 3
> COc1ccccc1NC(=O)C(C)OC(=O)CCCc1c[nH]c2ccccc12 (stereo unspecified)
 : -21, -6, 8, 6, 22, 6, -0.6, -7
> O=Cc1ccc(N2CCCC2)o1
 : -6, 2, -12, -14, 5, 13, 1.9, -3
> CC(=O)C(C)n1c(CN(C)Cc2ccccc2)nc2c1c(=O)n(C)c(=O)n2C (stereo unspecified)
 : -8, 1, -1, -8, -2, 2, -0.3, 7
> O=C(Cn1nc(-c2ccccc2)ccc1=O)NCc1ccc(F)cc1
 : -7, 3, -5, 7, 2, -20, -0.7, -1
> CCn1c(C)nc2cc(S(=O)(=O)N3CCCCC3)ccc21
 : -10, 5, -2, -1, -11, -5, 1.2, 1
> COc1ccc(NC(=O)c2sccc2OS(=O)(=O)N(C)C)cc1
 : -3, -2, 10, -9, -14, 7, -1.3, 0
> O=C(Cc1ccc(F)cc1)Nc1ccc(F)c([N+](=O)[O-])c1
 : 5, 2, 0, -16, 11, 9, 24, 0
> Cc1nnc(NC(=O)Cc2cccs2)s1
 : -5, -1, 2, -20, -1, 16, 1.0, -3
> CCOC(=O)c1cc2n(c1/N=C/N(C)C)-c1ccccc1C2=O
 : -23, 2, 0, -8, 32, -56, -0.7, 4
> CCOC(=O)C1=C(c2ccccc2)NC(=O)NC1c1ccc(O)c(Cl)c1 (stereo unspecified)
 : 1, 8, 6, 8, -1, 21, 0.0, -2
> COc1ccc(OC)c(S(=O)(=O)Nc2cc3c4c(c2)CCC(=O)N4CCC3)c1
 : 6, 2, -5, -1, -4, 4, -1.1, 2
> CCOC(=O)Cc1csc(NC(=O)CSc2nnc(-n3nc(C)cc3C)c3ccccc23)n1
 : -8, -7, 9, 11, -6, 11, -1.3, -2
> O=C(NC1CCCC1)c1ccc(COCC(F)(F)F)o1
 : 2, 4, -4, -19, -10, 11, -1.2, -1

Every second line gives: ATG4B inhibitor, SENP7 inh, HKDC1 inh, SENP6 inh, PfG6PD inh, SENP8 inh, MPTP block, GRIN3A LBD mod
> COC(=O)Oc1ccc(/C=N/NC(=O)CN(c2ccccc2Br)S(C)(=O)=O)cc1OC
 : -16, 4, -3, 4, 8, 11, 1.3, -1
> Oc1ccc2c(c1)c1c3n2CCNC3CCC1 (stereo unspecified)
 : -9, -4, 3, -31, 22, 7, -1.0, 2
> COc1ccc2[nH]c(=O)c(C(c3nnnn3C3CCCC3)N3CCN(Cc4ccc5c(c4)OCO5)CC3)cc2c1 (stereo unspecified)
 : -4, -1, -3, -8, 6, -317, -3.6, -5
> CCCOc1ccc(-c2c(=O)n(O)c3ccccc3[n+]2[O-])cc1
 : 1, -13, 1, 27, 46, -105, -1.8, 1
> CN1CCN(c2nnc(-c3ccccc3)c(-c3ccccc3)n2)CC1
 : 2, 7, 0, 6, 8, 16, 2.3, 0
> CC(=O)C1=C(C)NC(SCC(=O)c2ccc(F)cc2)=C(C#N)C1c1ccco1 (stereo unspecified)
 : -21, 6, 3, -11, 24, -1, 3.4, -4
> O=C(CSc1nc2ccccc2c(=O)n1-c1ccc(F)cc1)Nc1ccc(N2CCOCC2)cc1
 : 10, 7, -2, 0, -11, 19, 2.5, -4
> OC(COc1ccc2ccccc2c1)CN1CCN(c2ccc(F)cc2)CC1 (stereo unspecified)
 : 1, 1, -5, -20, 1, 4, 2.0, -1
> O=C(CSc1ccc(-c2ccc(-n3cccn3)cc2)nn1)Nc1ccc([N+](=O)[O-])cc1
 : -10, 3, 1, -6, 14, 0, -1.9, 21*
> O=C(Cn1cc(-c2nnnn2-c2ccc(Cl)cc2)c(=O)c2ccccc21)c1ccccc1
 : -15, 5, 2, 18, 9, 26, -0.3, -5
> O=c1cc2c(nn1Cc1ccc(F)cc1)-c1ccccc1CC2
 : -2, 9, -6, -6, -24, -43, -2.1, -1
> Cc1ccccc1NC(=O)CSc1nc(COc2ccccc2)nc2ccccc12
 : -3, 0, -8, -9, -11, 3, 2.2, 0
> O=[N+]([O-])c1ccccc1S(=O)(=O)n1cnc2ccccc21
 : -4, -5, -1, -12, -25, 13, 0.5, -1
> CC(C)N(c1ccccc1)c1ccc(NC(=O)CCl)cc1
 : 5, -2, 18, -18, -3, 7, 2.0, 0
> O=C(CCc1nc2ccccc2c(=O)[nH]1)N1CCN(S(=O)(=O)c2cccc([N+](=O)[O-])c2)CC1
 : -3, 10, -2, 11, 6, 3, -0.5, 6

Every second line gives: ATG4B inhibitor, SENP7 inh, HKDC1 inh, SENP6 inh, PfG6PD inh, SENP8 inh, MPTP block, GRIN3A LBD mod
> CCOC(=O)c1c(C)n(-c2ccc(C)cc2)c2ccc(O)c(CN(C)C)c12
 : 6, -6, -6, -14, 4, 27, 9.8, -2
> Fc1ccc(-c2nnc3n2CCCCC3)cc1
 : 9, -4, -7, -7, -12, 12, -1.1, -3
> CCCCCc1cc(=O)oc2c(C(CCN3CCCC(C)C3)c3ccc4c(c3)OCO4)c(OC)cc(OC)c12 (stereo unspecified)
 : 18, -4, 1, -13, 20, -152, 2.4, -3
> COc1ccccc1NS(=O)(=O)c1cc(Cl)ccc1OC
 : -1, 5, 7, -6, 10, 10, 0.3, 2
> CC(=O)c1sc(NC(=O)c2ccco2)nc1-c1ccccc1
 : -7, -11, -3, 5, -19, 3, -0.8, 1
> CN(C)CCOC(=O)C12CC3CC(C1)CC(C(=O)OCCN(C)C)(C3)C2
 : -5, -3, 0, -24, 5, 6, -0.4, 2
> CCS(=O)(=O)Nc1ccc(C2=NN(C(=O)c3ccco3)C(c3cccs3)C2)cc1 (stereo unspecified)
 : 1, 5, 6, -14, 22, -92, -2.6, 2
> CNC(=O)c1[nH]cnc1C(=O)Nc1ccccc1
 : -10, 6, -2, -8, 15, 21, 1.1, 3
> Cc1cc(NC(=O)CSc2nc(=O)n3cccc(C)c3n2)no1
 : 2, 10, -5, -12, 0, -143, -1.8, -1
> COc1ccc(-c2ccc3c(c2)S(=O)(=O)c2cccc(C(=O)N4CCN(C5CCCCC5)CC4)c2C3=O)cc1OC
 : -14, 3, 2, 4, 10, -300, 0.7, -6
> CN(CC(=O)Nc1ccc(Cl)c(C(F)(F)F)c1)C(=O)CCN1C(=O)C2CCCCC2C1=O (stereo unspecified)
 : -12, -1, 6, -12, -4, 12, 0.1, 0
> CCCCCCC(=O)Nc1ccc(S(=O)(=O)Nc2onc(C)c2C)cc1
 : -16, -15, -2, -17, -29, 5, 2.0, -1
> CCOc1ccc(-n2c(SCC(=O)Nc3cc(C)on3)nnc2-c2c[nH]c3ccccc23)cc1
 : 29, -5, -3, -8, -5, -27, -1.6, -9
> O=C(c1cc2ccccc2oc1=O)N1CCSC1c1ccco1 (stereo unspecified)
 : -6, -2, 0, -1, 7, -10, 1.7, -1
> CS(=O)(=O)c1ccc(Cl)c(NC(=O)COC(=O)CCN=C2NS(=O)(=O)c3ccccc32)c1
 : 4, -4, -2, 5, -14, 24, -1.0, -1

Every second line gives: ATG4B inhibitor, SENP7 inh, HKDC1 inh, SENP6 inh, PfG6PD inh, SENP8 inh, MPTP block, GRIN3A LBD mod
> COc1ccccc1OCCNC(=O)Nc1cc(F)c(F)cc1Cl
 : 9, 1, -3, -9, 2, 15, 6.6, -14
> O=C(Nc1ccc(Cl)cc1)N(Cc1cccs1)Cc1cccs1
 : 9, 4, 0, -23, 16, 28, 1.4, -2
> N#CC(C#N)=C1C(=O)N(CCN2CCCCC2)c2ccccc21
 : 7, -1, 14, 6, 12, 8, -0.6, 1
> O=C(Nc1ccc(Cl)c(Cl)c1)c1ccc(Cl)c(Cl)c1
 : -2, -14, 2, -11, 6, 19, 23, 42*
> CN(Cc1nc(-c2ccc(C(F)(F)F)cc2)no1)C1CCOCC1
 : -12, 0, -4, 8, 3, 17, -1.7, 0
> CN(C)c1ccc(CN(C(=O)COc2ccc(Br)cc2)C2CCS(=O)(=O)C2)cc1 (stereo unspecified)
 : -19, -11, -9, -11, 6, 10, 2.1, 0
> Cc1ccc(NC(=O)CN(C)C(=O)COc2ccccc2-c2ccccc2)cc1
 : -1, 10, 2, -1, 12, 14, -0.1, -12
> COc1ccc(S(=O)(=O)N(C)C[C@H]2Oc3ccc(NS(=O)(=O)c4cn(C)cn4)cc3C(=O)N([C@H](C)CO)C[C@@H]2C)cc1
 : /, -2, 2, -14, -1, 6, -0.3, 1
> O=S(=O)(NNC(=S)Nc1ccc(S(=O)(=O)Nc2ncccn2)cc1)c1ccc(Br)cc1
 : 4, 10, 0, 5, -29, -4, -2.1, -3
> CCCSc1nnc(NC(=O)CSc2nc3[nH]c(=O)cc(O)c3s2)s1
 : -33, 5, 5, 5, -28, -2, -0.8, 0
> Oc1ccccc1C1=Nc2ccccc2N=C(c2ccco2)C1
 : 17, -9, -2, 2, -6, -130, 1.1, -7
> CC(=O)N1CCCc2cc(S(=O)(=O)CCC(=O)N3CCN(c4cccc(C)c4)C(C)C3)ccc21 (stereo unspecified)
 : -11, -5, -8, -17, 4, 21, 0.4, -1
> CC(C)n1nc(C(=O)NCCCN2CCCC2=O)c2ccccc2c1=O
 : -5, 3, -3, 10, 1, 8, -0.6, -3
> COc1ccc(CNC(=O)COC(=O)CCc2c[nH]c3ccccc23)cc1
 : -2, 12, -11, -17, -4, -4, -1.9, 0
> CCCn1c(/N=C/c2ccc3c(c2)OCO3)nc2ccccc21
 : 14, 3, -3, -25, -11, 0, -2.6, 3

Every second line gives: ATG4B inhibitor, SENP7 inh, HKDC1 inh, SENP6 inh, PfG6PD inh, SENP8 inh, MPTP block, GRIN3A LBD mod
> Cc1ccc(NC(=O)CN(C)C(=O)c2ccccc2Sc2ccccc2C#N)cc1
 : -9, -11, -2, -16, 12, 9, 0.7, -1
> COCCNC(=O)CN(C(=O)CCC(=O)Nc1ccccn1)c1ccc(OC)cc1
 : -2, -11, 3, 5, -8, 24, 1.2, -1
> Cc1ccc(-c2n[nH]c(=S)n2C)cc1Cl
 : -1, -4, -6, -19, 22, -37, -1.4, -2
> CCOC(=O)c1cnn(-c2nc(-c3ccccc3F)cs2)c1C(F)(F)F
 : -10, 5, -4, -2, 11, -296, -0.7, 9
> CCOC(=O)C1CCN(C(=O)COc2ccc(Cl)cc2C)CC1
 : -2, 10, -5, -5, 1, 22, 0.9, -2
> Cc1nnc2sc(-c3ccccn3)nn12
 : -9, 1, 1, 2, -9, 4, -0.3, 2
> Cc1cc(C)n(-c2nc(C(F)(F)F)nc3ccccc23)n1
 : -1, -3, -10, 3, -16, -22, -3.4, 1

Exported as a markdown table: 2 of the compounds above.
| smiles | ATG4B inhibitor | SENP7 inh | HKDC1 inh | SENP6 inh | PfG6PD inh | SENP8 inh | MPTP block | GRIN3A LBD mod |
| --- | --- | --- | --- | --- | --- | --- | --- | --- |
| CS(=O)(=O)c1ccc(Cl)c(NC(=O)COC(=O)CCN=C2NS(=O)(=O)c3ccccc32)c1 | 4 | -4 | -2 | 5 | -14 | 24 | -1.0 | -1 |
| COc1cc2c(cc1OC)C(c1cccc([N+](=O)[O-])c1)N(C(=O)c1ccc(F)cc1)CC2 (stereo unspecified) | -8 | -4 | 7 | 6 | 0 | 29 | -14 | 2 |

Screening data from PubChem BioAssay.
